CAL PDZ FP-1 – inhibitors of human CAL PDZ peptide binding; Q9HD26; purified CAL PDZ, TMR-peptide fluorescence polarization, 1 h; inhibition, % at 20 µM; 330,000 compounds, 0.02% hits; AID 504414;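 active = highest replicate inhibition of at least 40%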;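 note: plate controls were DMSO neutral control wells for no effect and unlabeled competitor peptide control wells for full effect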
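System: tagged CAL PDZ domain. Schedule: 1 h room-temperature incubation prior to read. Signal: fluorescence polarization (mP). Measure: percent inhibition from loss of millipolarization.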
Keap1 Nrf2 FP – Keap1-Nrf2 (human) interaction inhibition | Q14145 | Keap1 Kelch-Nrf2 peptide fluorescence polarization, 1536-well | inhibition, % at 9.4 µM | 340,000 compounds, 0.15% hits; in the data active = inhibition above about 12%;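 note: human Keap1 Kelch domain with fluorescein labeled Nrf2 9mer peptide probe; 0% = neutral control wells and 100% = peptide positive control; higher means more block of Keap1 binding to Nrf2 peptide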
Target sequence (Q14145 whole entry, looked up, the tested form may be a part): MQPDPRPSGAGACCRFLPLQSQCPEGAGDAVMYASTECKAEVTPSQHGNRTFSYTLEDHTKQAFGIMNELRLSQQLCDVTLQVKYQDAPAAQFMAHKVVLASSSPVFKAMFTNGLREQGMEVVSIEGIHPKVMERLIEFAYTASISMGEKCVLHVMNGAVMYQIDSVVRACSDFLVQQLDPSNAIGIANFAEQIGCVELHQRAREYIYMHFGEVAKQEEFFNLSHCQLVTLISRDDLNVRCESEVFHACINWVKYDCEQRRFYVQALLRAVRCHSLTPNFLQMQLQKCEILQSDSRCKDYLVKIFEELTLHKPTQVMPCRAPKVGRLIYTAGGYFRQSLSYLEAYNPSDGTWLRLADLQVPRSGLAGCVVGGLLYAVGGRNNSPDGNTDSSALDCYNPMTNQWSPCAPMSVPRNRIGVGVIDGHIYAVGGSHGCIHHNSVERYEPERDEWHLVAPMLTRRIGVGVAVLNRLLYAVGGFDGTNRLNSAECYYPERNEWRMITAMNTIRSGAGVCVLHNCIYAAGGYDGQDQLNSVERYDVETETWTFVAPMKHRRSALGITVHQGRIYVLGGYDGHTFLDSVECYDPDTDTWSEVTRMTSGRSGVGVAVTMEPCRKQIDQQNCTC
DAGLB inhibitor – diacylglycerol lipase beta (human) inhibition; HEK293T DAGLB membrane lysate, EnzChek fluorogenic substrate; 340,000 compounds, 0.059% hits; Q8NCG7; inhibition, % at 5.17 µM; in the data active = inhibition above about 34%;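 note: 0% = enzyme with vehicle and 100% = wells lacking enzyme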
Pemphigus Ab inh – blocks pemphigus antibody binding to human desmoglein-3; binding (percent of control), % at 10 µM; AID 588358; DSG3-coupled beads, scFv-anti-DSG3-GFP binding, flow cytometry; hits give low values; P32926; 310,000 compounds, 0.48% hits;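 active = binding more than 3 SD below its plate's average and above zero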;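 note: hits lower antibody fragment binding to DSG3; some compounds called inactive have numbers as strong as hits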
NSD2 inh – blocks human histone methyltransferase NSD2 | O96028 | NSD2 peptide methylation, AlphaScreen, 120 min | inhibition, % at 12.5 µM | 310,000 compounds, 0.54% hits; in the data active = inhibition above about 50%
V-ATPase pH – alters yeast V-ATPase proton transport | S. cerevisiae, pHLuorin cytosolic pH fluorescence | response, % at 10 µM | 350,000 compounds, 0.37% hits | AID 504577; in the data active = response mostly above about 7.3%, no sharp cut-off; inactive = mostly below about 5.4%; note: actives read high; inactives centre near 0; some compounds called inactive have numbers as strong as hits; reference of the scale not given here
Cardiac RTF inh – cardiac RTF calcium desensitization | AID 493244 | IANBD-labeled cardiac RTF, Ca2+ fluorescence | inhibition, % at 7.15 µM | 340,000 compounds, 0.12% hits | P19429+P45379;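 active = inhibition above the mean inhibition of all tested compounds plus 3 SD, cut at about 17% in these data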;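 note: assay run at fixed EC70 calcium of 1.6 mM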
LANA DNA inh – KSHV C-LANA DNA binding inhibition. MBP-C-LANA/FAM-LBS DNA binding, fluorescence polarization. inhibition, % at 9 µM. 340,000 compounds, 0.078% hits;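 active = highest replicate inhibition at or above 60% at 9 µM, even if other replicates fall short; inactive = all replicates below 60% inhibition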;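 note: 0% = neutral control wells and 100% = 4 µM acridine orange control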
CAL PDZ FP-2 – blocks peptide binding to the human CAL PDZ domain | purified CAL PDZ, TMR-peptide fluorescence polarization, 1 h | 300,000 compounds, 0.92% hits | Q9HD26 | AID 602252 | inhibition, % at 24.9 µM;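 active = mean inhibition of at least 30% with at least half of replicates also reaching 30%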;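 note: 0% = DMSO neutral control and 100% = excess unlabeled competitor peptide PRC23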
Arr AP2 block – inhibitors of human beta-arrestin and AP2 interaction. FITC-arrestin peptide / GST-AP2 beads, flow cytometry; AP2 beta2 appendage carries R879A mutation. inhibition, % at 10 µM. 340,000 compounds, 0.31% hits;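 active = inhibition above a set limit, near 3 SD of compounds lacking own fluorescence, cut at about 54% in these data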;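 note: plate controls were DMSO wells for no effect and 5 µM unlabelled arrestin peptide for full effect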
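Material – AP2 appendage R879A on GSH beads · Buffer or medium – PBS with 0.05% Tween 20 and 0.1% BSA · Probe or stimulus – fluorescein-tagged arrestin peptide at 50 nM final · Incubation – compound with beads 12 min RT, then probe 1 h RT · Detection – high-throughput flow cytometry of beads, ex 488, em 535 nm · Evaluation – percent response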
* hit, by the source's call; . = no result given. Only part of the results is shown; the hit share may differ from the screen's.

SMILES	CAL PDZ FP-1	Keap1 Nrf2 FP	DAGLB inhibitor	Pemphigus Ab inh	NSD2 inh	V-ATPase pH	Cardiac RTF inh	LANA DNA inh	CAL PDZ FP-2	Arr AP2 block
Cc1ccc(O)c(C(=O)c2cnn(C(=O)COc3ccc(Cl)cc3)c2)c1	-2.3	-5.0	-0.7	88.9	0.1	-1.0	-2.6	-1.5	-3.2	17.8
O=C(c1ccc(Cl)cc1)N1CCn2c1nc1ccccc12	-1.2	-4.5	-1.5	115.6	-0.7	-2.0	-3.2	-0.8	-4.1	1.0
CC(=O)/C(=N/Nc1cccc(C)c1)N1CCOCC1	0.6	-2.2	2.3	104.0	.	0.0	-7.8	0.0	-11.9	-0.6
CCC(=O)Nc1ccc(Br)c(Cl)c1	-0.7	-2.4	-0.4	103.7	2.5	-4.2	0.8	3.2	-3.9	17.8
Nc1cc(N)nc(SCC(=O)Nc2cccc(S(=O)(=O)N3CCCCC3)c2)n1	-0.5	5.9	-2.6	102.0	2.3	5.5	-4.1	-1.6	-3.8	34.8
CSc1nncc(-c2ccccc2)n1	-0.7	-4.0	0.1	92.7	-1.4	-0.1	-2.3	0.6	3.2	8.5
CC1CCC2(CC1)NC(=O)N(Cc1nc(-c3ccccc3)no1)C2=O (stereo not given)	-0.9	-0.8	-0.4	85.7	2.9	2.2	-5.7	-0.3	-0.7	-6.6
Cc1ccc(Oc2nc3ccccc3n3c(C)nnc23)cc1	-0.4	-2.4	0.0	102.0	-2.5	0.2	-1.8	0.6	-2.7	0.2
CCCOc1ccc(C(=O)NCCC(=O)NCCCC(=O)O)cc1	-0.5	0.0	-0.4	100.6	-1.4	-1.5	3.2	-6.7	-2.8	19.6
CCC(=O)Nc1ccc(-c2ccc(NC(=O)CC)c(OC)c2)cc1OC	-0.4	-3.9	0.4	100.8	0.4	2.6	-0.8	-1.1	5.9	6.0
CC(C)CC(=O)Nc1ccc2c3c(cccc13)CC2	-0.5	-3.0	0.7	105.8	0.0	-1.5	-6.4	0.9	-2.8	-10.0
CN(C)c1ccc(/C=N/NC(=O)C(=O)N2CCCCCC2)cc1	-1.1	-6.8	0.7	99.7	1.3	7.3	-10.7	-0.6	1.5	-6.6
Cc1ccc2c(c1)c(C)c(C)n2CC(O)Cn1nc(C)cc1C (stereo not given)	-0.2	3.9	-1.0	.	2.3	-3.2	-17.7	-1.5	-6.9	6.7
Cc1ccc(C2(C)NC(=O)N(CC(=O)N3CCN(S(=O)(=O)c4cccc([N+](=O)[O-])c4)CC3)C2=O)cc1 (stereo not given)	0.4	2.5	2.1	116.8	0.5	1.4	-1.1	-0.2	0.6	28.4
O=c1nc2sc3ccccc3n2c(=O)n1-c1ccc(Cl)cc1	-1.3	-5.1	-1.2	105.0	-1.6	-1.6	5.2	1.5	-3.4	0.7
CCc1ccc(C(C)NC(=O)c2ccc(F)cc2)cc1 (stereo not given)	-1.8	-0.5	-3.5	109.1	-1.6	-0.3	-4.3	-0.5	-4.6	28.6
CCOC(=O)C1(Cc2cccc(OC)c2)CCN(C(C)COC)CC1 (stereo not given)	-1.1	3.1	-1.5	101.6	-0.8	-3.5	-5.1	0.3	-1.9	10.6
COc1ccc(CNC(=O)CSc2nc3ccc(C)cc3[nH]2)cc1OC	-0.7	2.9	4.0	118.0	.	3.0	10.2	0.2	-1.9	0.1
CCCCc1cc(=O)oc2c(C)c(OCC(=O)N3CCCC3)ccc12	0.5	-2.0	0.0	77.4	-6.6	-5.1	2.7	0.0	0.7	29.1
Cc1ccc(-c2ccc(=O)n(CC(=O)NCCN(CC(C)C)CC(C)C)n2)cc1	-0.6	-0.1	-11.2	103.4	2.1	4.2	-6.0	2.4	-1.6	10.4
CCOC(=O)CCSc1nnc(-c2cccnc2)n1-c1ccccc1OC	0.6	2.8	-0.1	96.7	0.5	4.5	-5.8	1.3	67.2*	-8.2
O=C(Nc1nonc1-c1ccc(Cl)cc1)c1ccco1	-1.4	-6.1	-0.2	108.0	-1.1	-4.9	4.5	-1.7	-3.4	3.4
O=[N+]([O-])c1ccc(C=NNC(=S)Nc2ccc(F)cc2)cc1	1.1	-2.3	9.1	89.0	-6.9	-49.4	-0.2	0.6	-1.8	-3.0
COc1ccc2cc(C(=O)C3CCCN(C(=O)c4cc5nc(C)cc(C)n5n4)C3)ccc2c1 (stereo not given)	-0.9	-3.3	0.8	.	-5.1	1.2	10.2	1.7	3.4	-14.3
CCOc1ccccc1NC(=S)N1CCN(c2nc(-c3ccc(F)cc3)cs2)CC1	0.3	-3.6	-4.9	98.0	1.4	2.0	-11.1	-0.3	.	20.5
Next entries follow.
SMILES	CAL PDZ FP-1	Keap1 Nrf2 FP	DAGLB inhibitor	Pemphigus Ab inh	NSD2 inh	V-ATPase pH	Cardiac RTF inh	LANA DNA inh	CAL PDZ FP-2	Arr AP2 block
O=C1CCCCC1Sc1ccc(Cl)cc1[N+](=O)[O-] (stereo not given)	0.3	1.5	-1.4	108.9	-1.7	-0.9	-1.0	-1.8	-3.8	28.3
CCCCOc1ccc(C2NC(=O)NC(C)=C2C(C)=O)cc1OCC (stereo not given)	-1.7	0.7	-0.8	87.2	-2.0	-2.6	-5.3	2.7	-6.0	1.5
O=C(NC(=S)Nc1ccc([N+](=O)[O-])cc1O)C1CCCCC1	0.8	-5.1	3.0	94.7	9.6	2.7	-2.4	1.3	.	30.1
O=C(N/N=C/c1ccc([N+](=O)[O-])o1)c1ccccc1-n1cccc1	-0.3	-3.0	1.0	107.1	.	-4.1	13.3	0.9	-0.1	-17.9
O=C(/C=C/c1ccc(Br)cc1)c1ccco1	-1.7	-1.8	2.5	87.1	-0.1	-0.4	7.0	0.5	-3.1	1.1
C=C1C(=O)OC2C=C(CO)CCC=C(CO)CC(OC(=O)C(C)C)C12 (stereo not given)	-0.4	-62.2	1.2	92.9	-0.5	0.0	6.3	-1.5	-5.8	10.0
CCN(CC(=O)N1CCOCC1)S(=O)(=O)c1ccc(Cl)cc1	-1.8	-3.9	0.1	.	-0.5	1.9	-5.1	2.0	-0.6	13.0
O=C(O)CCCCCNC(=O)Nc1ccc2c(c1)OCCO2	-0.3	-0.9	3.0	99.4	0.1	3.7	0.0	-0.6	-0.3	15.1
COc1ccc(NC(=O)CCC2CCCC2)cc1OC	-0.7	-1.3	1.0	96.5	-8.2	4.8	-2.6	-0.5	-2.3	-6.4
Cc1ccc(CCNC(=O)CC(C)CC2=NS(=O)(=O)c3ccccc3N2)cc1 (stereo not given)	-0.8	-4.7	1.2	.	7.4	1.2	-5.4	0.6	9.5	-18.1
O=C(Nc1ccc(S(=O)(=O)NCc2ccco2)cc1)c1ccc2ccccc2n1	-1.8	-2.2	1.3	.	-8.2	-0.8	-2.2	1.5	-6.4	28.0
CCC(C(=O)NC1C(=O)N2C(C(=O)O)=C(CSc3nnc(C)s3)CSC12)c1ccccc1 (stereo not given)	0.1	30.0*	2.0	99.7	7.1	4.3	-12.5	16.9	.	6.1
Cn1cccc1CNC(=O)Nc1ccccc1	-0.5	-3.2	-2.4	103.3	1.2	-8.5	-3.0	-1.9	-3.2	13.8
CCCCSc1cc(C)nc2ncnn12	-9.5	-3.6	-1.3	108.9	-1.4	5.3	-4.0	2.2	.	8.3
Cc1ccc(OCC(=O)NNC(=O)C(C)Sc2ncnc3sc(C)c(C)c23)cc1 (stereo not given)	-1.3	-3.8	-1.7	101.4	1.0	0.3	-14.9	-0.3	2.1	-3.3
CC(C)[C@H](NC(=O)c1ccccc1F)C(=O)OCC(=O)NC(=O)NC1CCCCC1	-0.7	-7.7	1.7	101.5	0.9	-0.1	-2.8	1.2	-4.1	8.0
CC(=O)Nc1ccc(NC(=S)Nc2ccc(F)cc2)cc1	-2.8	-4.8	0.2	104.8	-2.1	6.0	-2.9	-1.2	-4.9	-2.5
O=C(CCCn1c(=O)[nH]c2ccsc2c1=O)Nc1ccc(F)cc1	0.1	-5.9	0.1	103.7	-3.0	-1.4	4.0	-0.1	-4.3	-1.3
CC(=O)c1c(C)[nH]c(C(=O)COC(=O)c2c(-c3ccccc3)noc2C)c1C	-0.2	4.2	-1.8	94.2	-3.0	-0.3	1.1	0.6	64.2*	-1.7
COc1ccc(S(=O)(=O)N2CCOCC2)cc1NC(=O)COc1ccc(C)cc1	-0.5	-6.6	-1.9	96.2	0.5	2.4	3.0	0.8	.	14.5
COc1ccc(OC)c(-n2c(-c3cc(-c4ccc(F)cc4)n[nH]3)n[nH]c2=S)c1	-2.0	2.4	6.0	92.9	2.3	0.9	-14.3	-2.9	2.4	4.2
Cc1cccc(-c2nc(CSc3nc4c(c(=O)[nH]3)CCC4)c(C)o2)c1	-1.4	-4.4	1.2	100.5	.	-1.2	-1.2	0.6	.	1.3
COc1ccc(C(=O)OCC(=O)N2CCC(C)CC2)cc1S(=O)(=O)N1CCOCC1	-0.3	0.8	2.3	101.7	-1.9	-1.9	1.4	0.0	-1.5	33.5
COc1ccc(/C=C2\N=C3CCCCCN3C2=O)cc1OC	.	-6.8	1.5	.	-1.0	-0.9	-4.1	0.8	-3.9	2.8
Cc1ccc(-c2nc(NC(=O)CSc3cc(C)c4ccccc4n3)ns2)cc1	-0.7	-5.2	-2.5	-0.3*	.	0.5	-5.6	0.3	.	-0.7
CC(C)c1ccc(NC(=O)CNS(=O)(=O)c2ccc(F)cc2)cc1	-1.0	-9.4	-2.6	.	1.5	0.5	-16.1	-1.0	.	10.0
CC(C(=O)N(C)C1CCCCC1)N1CCC(C(N)=O)CC1 (stereo not given)	-1.3	-2.5	-0.4	.	-2.0	5.2	1.1	0.1	.	-6.7
O=C(CCc1nnc(CCCc2ccccc2)o1)NCCCC1CCCC1	0.4	-0.2	1.3	100.5	-5.3	2.5	5.7	-0.4	-3.2	13.5
COc1ccc(CNC(=O)CCN2C(=O)c3ccccc3C2=O)cc1	-1.4	-2.1	-4.1	90.7	16.8	7.0	-10.2	0.3	-2.8	28.2
CC1(C)CN(c2ccc(C(=O)c3ccccc3)cc2)C1=O	-0.2	-0.6	0.7	107.6	-2.6	0.9	-5.7	1.5	4.4	5.3

By substructure, the entries above containing bromine.
SMILES	CAL PDZ FP-1	Keap1 Nrf2 FP	DAGLB inhibitor	Pemphigus Ab inh	NSD2 inh	V-ATPase pH	Cardiac RTF inh	LANA DNA inh	CAL PDZ FP-2	Arr AP2 block
CCC(=O)Nc1ccc(Br)c(Cl)c1	-0.7	-2.4	-0.4	103.7	2.5	-4.2	0.8	3.2	-3.9	17.8
O=C(/C=C/c1ccc(Br)cc1)c1ccco1	-1.7	-1.8	2.5	87.1	-0.1	-0.4	7.0	0.5	-3.1	1.1

Source: PubChem BioAssay
